# Assay outcomes from PubChem BioAssay.
# NPC1 prom act: NPC1 promoter activation; Huh7 NPC1 promoter luciferase reporter, 24 h; Potency, µM (top dose mostly 9.22 µM), for inactives: at the highest dose activation, hits mostly activators; 2.4% of 320,000 active; AID 485313;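 also: % of control where 0% means no effect; nearly all actives have a fitted effect of over 60% in size; reporter is driven by a mutant NPC1 promoter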
#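 Stably transfected Huh7 (NPC1 promoter→luciferase), 1500 cells/well in Opti-MEM + 10% FBS, 2 h settle, then compound 24 h at 37 °C. Luminescence after 10 min with Amplite reagent.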
# BRCA1 expr up: activators of BRCA1 expression. MCF7-BRCA1-FFLuc reporter, luminescence, 48 h; response scale: scaled: vehicle 0%, 10 µM genistein 100%. Potency, µM (top dose mostly 46.1 µM), for inactives: top-dose activation, actives largely listed as activators. 1.1% of 380,000 active. AID 624202; also: nearly all actives have a fitted effect of over 80% in size; some results filed as inactive show a strong effect at the top dose
#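 Using MCF7 cells harboring a BRCA1 firefly luciferase reporter, plated 2 h before compound pinning, the screen measured luminescence after 48 h incubation. Responses were normalized to DMSO and 10 microM genistein, then fitted for concentration-effect.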
# CXXC DNA block: inhibitors of human MLL CXXC domain-DNA interaction. 0.037% of 290,000 active. Q03164. Potency, µM (doses to about 115 µM), inactives show top-dose activity change, negative = inhibition, most hits filed as inhibitors. AID 2662. MLL-CXXC / FITC-HOXA9 DNA fluorescence polarization; active = well fitted inhibition curve with a large enough effect in the polarisation, with a control signal flat, not every such curve was filed as active; inconclusive = small, poorly fitted or top-dose-only effect, or effect the other way, or a change in a side signal; inactive = no such curve, though single readings can be large or run the other way; the % refers to the polarisation
#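 Fluorescence polarization: 7 uM MLL-CXXC (stock) preincubated 5 min with compounds, then 50 nM fluorescein-HOX-A9 DNA (stock) added; 30 min ambient. Buffer 50 mM Tris-HCl pH 7.5, 50 mM NaCl, 1 mM DTT, 0.05% BSA.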
# ELG1 genotoxic: genotoxicity induction in ELG1-luciferase HEK293T cells | HEK293T ELG1-luciferase reporter, luminescence, 16 h | Potency, µM (doses to about 46 µM), without a hit: top-dose activity change, positive = activation, usual class: activators | 1.3% of 330,000 active | AID 504466; also: % of control where 0% means no effect; nearly all actives have a fitted effect of over 60% in size
#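 Luminescence read-out: rising ELG1-luciferase signal, reflecting elevated ELG1 protein under genetic stress, flags genotoxic compounds. Cells were treated for 16 hr at 37 °C before ONE-Glo detection.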
# Rab9 promoter act: activates the Rab9 promoter | Huh7 Rab9 promoter-luciferase reporter, luminescence, 24 h | AID 485297 | Potency, µM (series often up to 9.22 µM), without a hit: at the highest dose activation, negative = inhibition, usual class: activators | 2.8% of 320,000 active; also: % of control where 0% means no effect; nearly all actives have a fitted effect of over 60% in size
#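 Huh7 cells stably carrying a Rab9 promoter-luciferase reporter, 1500 cells per well in OP-MEM I with 10% FBS, treated with compound 24 hours at 37C. Luciferase activity read by luminescence after 10 minutes with Amplite reagent.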
# RORg inh: blocks mouse ROR gamma transcriptional activity. Potency, µM (top dose mostly 53.6 µM), without a hit: at the highest dose activity change, negative = inhibition, hits mostly inhibitors. P51450. Drosophila S2 Gal4-RORgamma UAS-luciferase reporter, 20 h. 5.4% of 310,000 active; also: % is scaled to controls: 0 for no effect and ±100 for the full control effect; nearly all actives have a fitted effect of over 60% in size
# Target sequence (P51450 whole entry, looked up, the tested form may be a part): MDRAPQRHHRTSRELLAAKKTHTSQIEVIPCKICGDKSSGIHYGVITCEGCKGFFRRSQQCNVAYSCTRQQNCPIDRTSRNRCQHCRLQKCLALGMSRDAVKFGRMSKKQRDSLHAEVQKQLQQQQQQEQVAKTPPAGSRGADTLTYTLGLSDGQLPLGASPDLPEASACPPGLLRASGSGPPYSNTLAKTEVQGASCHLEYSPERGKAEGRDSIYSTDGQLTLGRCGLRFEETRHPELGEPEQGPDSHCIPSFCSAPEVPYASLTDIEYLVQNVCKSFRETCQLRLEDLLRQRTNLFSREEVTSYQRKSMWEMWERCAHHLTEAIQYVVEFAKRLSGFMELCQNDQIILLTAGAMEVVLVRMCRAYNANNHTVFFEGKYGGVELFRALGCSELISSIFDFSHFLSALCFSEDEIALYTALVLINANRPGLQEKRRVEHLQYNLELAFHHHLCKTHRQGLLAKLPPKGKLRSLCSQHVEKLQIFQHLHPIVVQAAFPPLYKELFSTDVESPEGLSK
#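 Stably transfected Drosophila Schneider cells are the test system, with ROR gamma fused to Gal4 and luciferase under UAS control; luminescence is read after 20 hr of 700 uM copper sulfate induction at ambient temperature.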
# VP16 counter: counter-screen for ROR gamma inhibitors: Gal4-VP16 reporter. 3.5% of 310,000 active. Drosophila S2 Gal4-VP16 UAS-luciferase, luminescence, 20 h. AID 2546. Potency, µM (titrated, usually from 53.6 µM), for the others: top-dose activity, negative = inhibition, most hits filed as inhibitors;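 also: Gal4-VP16 expression switched on by copper sulfate through the metallothionein promoter; % is scaled to controls: 0 for no effect and ±100 for the full control effect; nearly all actives have a fitted effect of over 50% in size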
# FLuc modulator: firefly luciferase modulation, counter-screen for miR-21 project. P08659. purified FLuc, Km substrates, luminescence inhibition. Potency, µM (top dose mostly 57.5 µM), for inactives: at the top dose activity change, negative = inhibition, actives largely listed as inhibitors. 6.9% of 360,000 active;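 also: plate controls were vehicle for no effect and reference inhibitor for full effect; nearly all actives have a fitted effect of over 55% in size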
#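 Purified P. pyralis luciferase (10nM final) with 10uM D-luciferin and 10uM ATP (Km levels) in 50mM Tris acetate pH 7.5, 10mM Mg acetate, 0.01% Tween-20, 0.05% BSA; qHTS 6-point titration, ~60 µM downward; luminescence read.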
# MBNL1-CUG inh: inhibitors of human MBNL1 binding to CUG repeat RNA; TR-FRET MBNL1-His/biotin-(CUG)12 binding, 665/545 ratio; Q9NR56; Potency, µM (doses to about 57.5 µM), for the others: at the highest dose activity change, negative = inhibition, hits mostly inhibitors; 0.036% of 280,000 active; AID 2675; active = well fitted inhibition curve with a large enough effect in the signal ratio, with a control signal flat, not every such curve was filed as active; inconclusive = small, poorly fitted or top-dose-only effect, or effect the other way, or a change in a side signal; inactive = no such curve, though single readings can be large or run the other way; the % refers to the signal ratio; also: % is scaled to controls: 0 for no effect and ±100 for the full control effect
# Target sequence (Q9NR56 whole entry, looked up): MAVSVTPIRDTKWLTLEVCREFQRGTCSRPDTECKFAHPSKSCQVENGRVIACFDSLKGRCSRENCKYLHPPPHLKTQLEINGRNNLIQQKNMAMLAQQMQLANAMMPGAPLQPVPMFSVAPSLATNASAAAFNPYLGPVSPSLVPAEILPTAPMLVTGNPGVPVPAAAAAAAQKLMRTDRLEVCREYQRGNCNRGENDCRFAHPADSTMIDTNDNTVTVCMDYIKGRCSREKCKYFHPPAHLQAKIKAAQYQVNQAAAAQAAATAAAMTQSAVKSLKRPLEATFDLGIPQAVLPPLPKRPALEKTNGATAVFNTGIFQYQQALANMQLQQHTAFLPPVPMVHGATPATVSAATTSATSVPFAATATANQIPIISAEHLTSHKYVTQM
#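 Ratiometric TR-FRET (665 over 545 nm, excitation 340 nm) tracks disruption of MBNL1-His/biotin-(CUG)12 complex after 60 min at room temperature, with compounds at 92 nM to 58 uM final.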
# uPA generation: cell surface uPA generation inhibition. 0.31% of 330,000 active. AID 540303. Potency, µM (highest dose often 38.3 µM), for the others: at the highest dose activity change, negative = inhibition, usual class: inhibitors. cell surface uPA generation assay, qHTS; active = well fitted inhibition curve with a large enough effect; inconclusive = small, poorly fitted or top-dose-only effect; inactive = no such curve, though single readings can be large or run the other way; tested in mouse RAW 264.7 cells; also: % is scaled to controls: 0 for no effect and ±100 for the full control effect; nearly all actives have a fitted effect of over 55% in size
# p53 reactivator: mutant p53 re-activation in reporter cells; H1299 p53-A138V BP100-luciferase reporter, luminescence, 24 h; Potency, µM (top dose mostly 92.2 µM), for inactives: at the top dose activity change, positive = activation, actives largely listed as activators; 0.063% of 320,000 active; AID 504706; also: % of control where 0% means no effect; nearly all actives have a fitted effect of over 45% in size
#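 p53-null H1299 cells stably carrying temperature-sensitive p53-A138V and a BP100-luciferase reporter were pinned with compounds (4-point, 1:5 series) and held 24 hrs at 37 deg C. Luminescence was read 10 min after detection reagent.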
# * hit, by the source's call; ? = inconclusive; nt = no result given; & = joins results of further samples; [ ] = another dose, or the depositor's remark. Unless noted, calls follow the shape of the dose curve; as a rule, active = well fitted curve in the direction sought with a large enough effect; inconclusive = small, poorly fitted or top-dose-only effect, or another doubt; inactive = no such curve, though single readings can be large; an effect the other way counts as inactive or inconclusive. Potency is read from the fitted curve at half-maximal effect.
SMILES,NPC1 prom act,BRCA1 expr up,CXXC DNA block,ELG1 genotoxic,Rab9 promoter act,RORg inh,VP16 counter,FLuc modulator,MBNL1-CUG inh,uPA generation,p53 reactivator
CC(=O)c1cccc(N(CC(=O)Nc2ccc(S(=O)(=O)N3CCCC3)cc2)S(C)(=O)=O)c1,-0.1%,-6.1%,7.2%,-5.4%,1.5%,28.0%,2.7%,0.1%,-1.9%,-13.5%,-23.5%
CCOC(=O)c1sc(NC(=O)c2cccnc2)nc1C,16.2%,0.0%,11.1%,?,25.0%,19.2%,5.3%,15.1µM*,0.1%,-1.2%,14.6%
Cn1c(NCc2cccc(Br)c2)nc2ccccc21,-1.0%,29.0%,0.4%,?,3.3%,-6.8%,-0.4%,-14.8%,-2.5%,-6.1%,3.4%
O=C(CC1C(=O)NCCN1C/C=C/c1ccccc1)NCCCC1CCCC1 (stereo not given),6.1%,26.1%,-5.7%,11.1%,13.7%,13.0%,-3.1%,-13.2%,65.8%[activator],-3.4%,3.8%
CCOC(=O)c1cnc(-n2nc(C)cc2C)nc1Nc1ccc(C)cc1,-3.9%,-10.7%,-1.1%,?,-3.5%,0.562µM*,0.794µM*,-0.2%,-3.9%,3.6%,13.6%
CCc1nnc(NC(=O)c2ccc(S(=O)(=O)N3CCCc4ccccc43)cc2)o1,1.4%,-57.2%,-26.2%,-15.7%,-18.0%,0.355µM*,0.562µM*,1.9%,0.6%,?,20.7%
CC(C)CCNC(=O)CCc1nnc2ccc(N3CCC(C)CC3)nn12,-3.1%,-10.6%,0.1%,-4.8%,-9.4%,-10.2%,1.7%,-0.2%,-4.0%,0.4%,-3.8%
COc1cc(/C=C2/C(=O)NN(c3cccc(C)c3)C2=O)cc([N+](=O)[O-])c1O,-1.1%,-0.4%,?,0.8%,-3.6%,1.9%,-14.7%,21.3µM*,?,-1.4%,22.4%
Cn1ncc(N=Cc2ccc([N+](=O)[O-])cc2)c1C(=O)N1CCOCC1,-0.2%,0.9%,4.9%,2.8%,-3.0%,-9.2%,4.2%,1.4%,?,-9.4%,-0.6%
CCc1ccc(NC(=O)C2CCC(CNC(=O)[C@@H]3Cc4ccccc4CN3)CC2)cc1 (stereo not given in full),-1.7%,-4.8%,34.9%[activator],-1.7%[9.26 µM],7.4%,-13.7%,-0.1%,-0.5%,5.2%,-11.0%,3.8%
O=C(CCn1cnnn1)Nc1ccc(F)cc1,-0.5%,99.1%,-4.3%,14.1%,?,38.4%,6.3%,-19.6%&-12.5%,-0.6%,2.1%,2.2%
COc1ccc(NC(=O)Nc2nccs2)cc1,4.6%,5.5%,-2.7%,?,21.0%,14.4%,0.9%,6.75µM*,-4.4%,nt,?
CC(C)c1ccccc1NC(=O)CC1(CC(=O)O)CCCC1,-0.2%,0.0%,-8.7%,-0.2%,-9.0%,10.7%,-9.7%,-0.6%,-1.0%,-0.9%,1.9%
CSCC[C@H](NC(=O)OC(C)(C)C)c1nnc(SCC(=O)Nc2c(C)cccc2C)o1,-1.2%,2.8%,1.3%,-0.2%,-10.4%,12.1%,7.8%,2.4%,-2.5%,1.8%,-0.2%
CC(=O)Nc1ccc(NC(=O)c2ccccc2C)cc1,0.5%,19.8%,12.6%,17.9%,-2.3%,7.6%,1.0%,-3.8%,-1.1%,2.8%,7.2%
CCCc1nc2ccccc2c(C(=O)OCC(=O)Nc2ccc(S(=O)(=O)N3CCOCC3)cc2)c1CC,3.3%,-70.8%,?,-32.0%[inhibitor],-11.1%,?,-26.8%,3.0%,1.3%,nt,-1.9%
Cc1cc(C(=O)N/N=C/C=C/c2ccccc2)c(C)o1,0.8%,-10.7%,12.9%,2.5%,0.3%,7.94µM*,11.2µM*,?,nt,-6.4%,-0.7%
c1ccc2c(c1)C(=Nn1cnnc1)c1ccccc1-2,-2.9%,82.4%,-0.9%,8.4%,-2.8%,-36.6%,6.8%,-1.2%,?,-17.7%,-22.8%
O=C(NNc1nc2cc3c(cc2s1)OCO3)c1cccc(F)c1,8.5%,0.4%,-8.2%,-3.8%,3.2%,4.47µM*,?,16.9µM*,?,2.4%,?
CN(CCc1ccccn1)C(=O)c1ccc(OC2CCN(CCc3ccccc3)CC2)cc1,-3.0%,36.6%,10.2%,-1.8%,5.9%,8.5%,2.4%,4.4%,-2.2%,-15.5%,?
O=C(COc1ccccc1[N+](=O)[O-])N(C1CCCCC1)C1CCS(=O)(=O)C1 (stereo not given),5.1%,6.3%,nt,0.8%,-3.6%,nt,nt,3.3%,nt,-0.7%,-2.5%
CC(Sc1ccsc1[N+](=O)[O-])C(=O)NCCc1ccc(Cl)cc1 (stereo not given),1.3%,-32.3%,1.2%,-5.1%,-5.9%,32.1%,15.9%,0.2%,?,-4.4%,?
CCCCn1nnc(NC(=S)NC(=O)c2cccs2)n1,?,22.6%,11.6%,?,?,1.12µM*,1µM*,?,-2.4%,-0.4%,?
COc1ccc(NC(=O)CN(C)C(=O)/C=C/c2cn(Cc3ccccc3)nc2-c2cccnc2)cc1,0.5%,-15.1%,nt,1.2%,-2.4%,nt,nt,-3.2%,nt,-5.0%,-8.3%
CCOC(=O)C(CCCCOc1cccc(CC)c1)C(=O)OCC,-1.7%,-4.5%,2.5%,-3.2%,-4.9%,2.9%,4.2%,3.9%,-10.5%,-2.9%,-10.7%
COc1ccc(C(C)NC(=S)NCc2ccc(F)cc2)cc1OC (stereo not given),-0.6%,-6.4%,-1.9%,0.6%,-1.6%,12.6µM*,?,3.5%,1.4%,2.7%,-4.7%
COc1ccc(C(=O)NCCc2nnc(SCC(=O)Nc3ccccc3F)n2C)cc1,7.5%,-17.1%,3.6%,7.8%,8.4%,23.4%,-19.8%,?,-2.3%,1.5%,1.0%
COC(=O)C1CCN(C(=O)CCC2CCCCC2)CC1,18.6%,40.3%,-1.3%,6.7%,10.4%,26.0%,18.3%,-7.0%,3.4%,4.3%,10.9%
Nc1nonc1-n1nnc(C(=O)N/N=C/c2cccnc2)c1CSc1ccc(Cl)cc1,-1.9%,-48.5%,5.8%,-4.5%,-5.1%,26.0%,-10.0%,-1.4%,14.0%,-1.8%,-1.5%
CCOC(=O)CNC(=O)c1cc(C)oc1C,13.8%,nt,-1.3%,-4.6%,11.2%,?,?,9.3%,1.9%,nt,-0.3%
CN(C(=S)Nc1ccc(F)cc1)C1(c2ccccc2Cl)CCCCC1=O (stereo not given),-2.3%,5.7%,-5.6%,2.0%,-24.8%,8.91µM*,-4.0%,4.4%,-1.9%,nt,-10.6%
OCn1ncn(-c2ccccc2)c1=S,-2.1%,-20.0%,7.5%,1.6%,-4.5%,?,-1.6%,6.8%,0.3%,0.0%,4.5%
Cc1cc(C(=O)NCc2cccs2)nn1C,1.2%,19.8%,-0.3%,2.2%,3.9%,27.6%,-7.8%,-1.5%,-2.4%,-0.3%,1.7%
O=C(CCn1c(=O)sc2ccccc21)NCc1ccco1,0.4%,9.6%,-4.7%,6.7%,2.0%,-20.6%,-1.0%,0.1%,-4.8%,4.6%,-2.6%
Cc1cc(N)ccc1-c1cc2ccccc2oc1=O,20.3%,52.4%,-3.6%,8.7%,28.9%,-0.1%,18.1%,?,11.3%,-1.4%,9.0%
O=S(=O)(c1cccc(-c2cn3ccccc3n2)c1)N1CCCC1,2.3%,5.6%,-14.5%,-5.4%,-5.8%,0.3%,7.2%,?,5.5%,0.5%,10.9%
CCCCCN(C(=O)CCC(=O)OCc1cccc(F)c1)c1c(N)n(CCCC)c(=O)[nH]c1=O,-1.7%,-23.9%,nt,-4.5%,-4.6%,nt,nt,0.8%,nt,-4.6%,-8.9%
Cc1ccc(S(=O)(=O)N/N=C/c2cccc(OC3CSC3)c2)cc1,-1.8%,-5.7%,-6.2%,2.3%,1.3%,40.7%,-4.2%,3.0%,nt,-5.7%,8.3%
Cc1oc(-c2ccccc2)nc1C(=O)N1CCN(c2ccc(F)cc2)CC1,-2.0%,-22.6%,-0.1%,-0.6%,4.1%,0.2%,7.4%,-7.4%,-10.5%,0.1%,-3.8%
N=C1SC(CC(=O)Nc2ccc([N+](=O)[O-])cc2)C(=O)N1c1ccccc1 (stereo not given),1.0%,-27.2%,-8.9%,-8.6%,-5.9%,?,9.6%,0.7%,nt,1.9%,-6.2%

# This is a subset (hit frequency here may not be typical).
